Compound activity as filed in PubChem BioAssay.
TSHR antagonist – Antagonists of the Thyroid Stimulating Hormone Receptor: HTS campaign | Thyrotropin receptor (Homo sapiens), P16473 | TSHR-expressing cells, TSH-stimulated cAMP HTRF, 2 h; active compounds read low | activity change, negative = inhibition, % at 11.5 µM | 0.2% of 330,000 active | AID 504810, 2011;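 active = activity change below a set negative limit, meaning inhibition stronger than a set level, cut at about -70% in these data; inconclusive = activity change between two set negative limits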; also: % is scaled to controls: 0 for no effect and ±100 for the full control effect
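TSHR-expressing cells were treated with compounds, then stimulated with TSH at EC80 (4nM final) for 2 hours at 37 deg C. Cellular cAMP was measured by HTRF competition between lysate cAMP and cAMP-d2 for a cryptate-labelled anti-cAMP antibody.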
Chronic BCR inh – qHTS Assay to Find Inhibitors of Chronic Active B-Cell Receptor Signaling; ABC-DLBCL IkBa-CBG/CBR reporter, luminescence ratio, 4 h; Potency, µM (top dose mostly 46.1 µM), for inactives: top-dose ratio change, negative = lower green/red ratio, hits mostly inhibitors; 0.05% of 340,000 active; active = well fitted inhibition curve with a large enough effect in the signal ratio, with a control signal flat, not every such curve was filed as active; inconclusive = small, poorly fitted or top-dose-only effect, or effect the other way, or a change in a side signal; the % refers to the signal ratio;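 also: potency is read from the fitted curve at half-maximal effect; plate controls were basal doxycycline-induced cells for no effect and cells given 10 µM MG132 for full effect; MG132 reads +100%, hits lower the ratio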
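Doxycycline induced both beetle luciferases in TMD8 lymphoma cells; IKK-driven degradation limits the IkappaBalpha-fused green signal, while red luminescence normalises for cell number and nonspecific effects. Compounds tested up to 46 uM, 4 hrs.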
S-ASM inh – Inhibitors of Secretory Acid Sphingomyelinase (S-ASM): qHTS. placental ASM, HMU-PC fluorogenic substrate, 60 min. Potency, µM (series often up to 57.5 µM), inactives show at the highest dose activity change, negative = inhibition, usual class: inhibitors. 0.006% of 340,000 active. AID 504937, 2011; also: potency is read from the fitted curve at half-maximal effect
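HMU-PC0 cleavage (9 uM final) by human placental ASM, 60 min at 37 °C following 10 min compound exposure at RT; stopped at pH 10, fluorescence Ex 386/Em 447 nm.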
Integrin act MD – qHTS for Activators of Integrin-Mediated Alleviation for Muscular Dystrophy | alpha7betagal myoblasts, beta-gal FDG fluorescence, 48 h | Potency, µM (doses to about 38.3 µM), inactives show at the top dose activation, most hits filed as activators | 0.064% of 350,000 active | AID 624291, 2012;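 also: potency is read from the fitted curve at half-maximal effect; 100% = response of the positive control SU9516; nearly all actives have a fitted effect of over 60% in size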
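Alpha7betagal+/- myoblasts (passage 13) were plated 16-24 hr, then exposed to compounds (1:260 dilution of DMSO stock) for 48 hours at 37C. After MPER lysis, β-galactosidase reporter activity was read as FDG fluorescence (ex 480/em 540) after 30 minutes.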
Mito fusion act – qHTS Assay for Small Molecule Inhibitors of Mitochondrial Division or Activators of Mitochondrial Fusion | S. cerevisiae fusion-defective mutant growth rescue, CellTiterGlo 48 h | Potency, µM (titrated, usually from 46.1 µM), inactives show top-dose growth rescue (activation), most hits filed as activators | 0.23% of 320,000 active;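 also: potency is read from the fitted curve at half-maximal effect; % of control where 0% means no effect; nearly all actives have a fitted effect of over 45% in size; temperature-sensitive fusion mutants such as fzo1-1 at 37 °C on non-fermentable ethanol glycerol medium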
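Luminescent cell viability in 1536-well qHTS format served as the measure of rescued growth in ts fusion-mutant S. cerevisiae cultured on non-fermentable YPEG for 48 hours at 37C.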
TSG101-PTAP inh – qHTS Assay for Iinhibitors of HIV-1 Budding by Blocking the Interaction of PTAP/TSG101; Tumor susceptibility gene 101 protein (Homo sapiens), Q99816; Fluorescence polarization, FITC-PTAP peptide / Tsg101 binding; Potency, µM (doses to about 115 µM), for inactives: at the highest dose activity change, negative = inhibition, actives largely listed as inhibitors; 340,000 tested, under 10 active; active = well fitted inhibition curve with a large enough effect in the main read-out, with a control signal flat, not every such curve was filed as active; inconclusive = small, poorly fitted or top-dose-only effect, or effect the other way, or a change in a side signal; inactive = no such curve, though single readings can be large or run the other way; also: potency is read from the fitted curve at half-maximal effect; % of control where 0% means no effect
Target sequence (Q99816 whole entry, looked up): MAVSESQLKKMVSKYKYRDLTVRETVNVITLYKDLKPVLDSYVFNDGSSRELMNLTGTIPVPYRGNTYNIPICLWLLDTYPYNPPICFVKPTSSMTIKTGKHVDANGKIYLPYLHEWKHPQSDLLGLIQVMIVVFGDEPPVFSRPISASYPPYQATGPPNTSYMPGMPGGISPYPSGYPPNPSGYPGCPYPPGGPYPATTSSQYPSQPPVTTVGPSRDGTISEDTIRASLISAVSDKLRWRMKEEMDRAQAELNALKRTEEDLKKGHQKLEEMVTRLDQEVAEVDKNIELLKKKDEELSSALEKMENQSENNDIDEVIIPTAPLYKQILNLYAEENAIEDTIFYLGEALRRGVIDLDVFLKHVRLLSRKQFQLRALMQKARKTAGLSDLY
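FP read-out: FITC-PTAP peptide, 50 nM final, binding Tsg101 binding domain, 10 uM final; 20 min, r.t.; 10 mM HEPES pH 7.5, 0.15 M NaCl, 0.01% Tween 20, 3 mM EDTA, 0.1 mM TCEP.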
TCR act – Activators of T cell receptors: qHTS campaign. primary human leukocytes, anti-CD3, IL-2 HTRF, 48 h. 330,000 tested, under 10 active. Potency, µM (highest dose often 9.22 µM), inactives show at the highest dose activation of IL-2 secretion, actives largely listed as activators. AID 504894, 2011; also: % of control where 0% means no effect
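Compounds are tested in HTS on primary human leukocytes co-incubated with a-CD3 beads for 48 hr. IL-2 output is measured by time-resolved FRET.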
Tb PFK block – qHTS Assay to Find Inhibitors of T. brucei phosphofructokinase; Potency, µM (top dose mostly 57.5 µM), without a hit: at the top dose activity, negative = inhibition, hits mostly inhibitors; 0.17% of 330,000 active; T. brucei PFK, ADP-Glo luminescence;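 also: potency is read from the fitted curve at half-maximal effect; 0% = uninhibited 1x PFK enzyme wells and -100% = no-enzyme wells; nearly all actives have a fitted effect of over 60% in size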
Target sequence (O15648 whole entry, looked up): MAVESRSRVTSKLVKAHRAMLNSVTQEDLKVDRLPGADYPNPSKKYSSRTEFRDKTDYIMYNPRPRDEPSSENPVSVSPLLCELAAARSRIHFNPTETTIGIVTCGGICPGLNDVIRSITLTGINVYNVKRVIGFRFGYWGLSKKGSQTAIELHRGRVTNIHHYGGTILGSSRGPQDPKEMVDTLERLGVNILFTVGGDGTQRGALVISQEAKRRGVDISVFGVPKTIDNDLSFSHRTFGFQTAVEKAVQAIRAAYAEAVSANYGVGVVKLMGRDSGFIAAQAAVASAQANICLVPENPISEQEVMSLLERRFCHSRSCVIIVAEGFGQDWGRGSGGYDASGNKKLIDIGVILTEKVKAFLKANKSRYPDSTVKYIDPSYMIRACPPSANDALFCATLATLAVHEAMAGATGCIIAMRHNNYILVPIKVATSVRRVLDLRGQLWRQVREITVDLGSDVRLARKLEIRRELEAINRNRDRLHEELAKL
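PFK 1.25 nM, F6P 0.5 mM, ATP 0.1 mM, 0.1 M TEA pH 8.0, 5 mM MgCl2, 0.01% Tween20, 0.1% BSA; 45 min RT. ADP-Glo readout. qHTS titration up to 57 uM; curves fitted, compounds curve-classed.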
Eya2 inh – qHTS Assay for Inhibitors of the Phosphatase Activity of Eya2; Protein phosphatase EYA2 (Homo sapiens), O00167; recombinant Eya2, OMFP fluorescence dephosphorylation (OMFP is methylfluorescein phosphate); Potency, µM (series often up to 76.9 µM), for the others: at the top dose activity, negative = inhibition, most hits filed as inhibitors; 0.006% of 330,000 active; also: potency is read from the fitted curve at half-maximal effect; % is scaled to controls: 0 for no effect and ±100 for the full control effect
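Eya2 (0.2 uM) preincubated 10 min at ambient with compound, then OMFP substrate added at 50 uM; 10 min reaction in 50 mM HEPES pH 7.5, 50 mM NaCl, 5 uM MgCl2, 0.05% BSA, 1 mM DTT. Fluorescence read at Ex 485/Em 525 nm.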
A-T KAP1 phos – qHTS Assay for Identifying a Potential Treatment of Ataxia-Telangiectasia; Potency, µM (series often up to 57.5 µM), for inactives: top-dose activation, most hits filed as activators; 0.19% of 320,000 active; […] A-T fibroblasts, KAP-1 phosphorylation AlphaLISA; neocarzinostatin DNA damage 30 min before lysis; also: potency is read from the fitted curve at half-maximal effect; % of control where 0% means no effect; nearly all actives have a fitted effect of over 45% in size
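hTERT-immortalized A-T patient fibroblasts ([…]), 500 cells/well in OPTI-MEM, 1% FBS, got compounds for 60 min, then NCS for 30 min at 37C. Lysates were then assayed for phospho-KAP-1 by AlphaLISA (anti-pKAP1 donor, anti-KAP1 acceptor beads), 6 hr at 25C.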
ELG1 repair inh – qHTS screen for small molecules that inhibit ELG1-dependent DNA repair in human embryonic kidney (HEK293T) cells expressing luciferase-tagged ELG1; AID 504467, 2011; HEK293T ELG1-luciferase reporter, luminescence, 16 h; DNA damage induced by 5-fluorouridine; 2.3% of 330,000 active; Potency, µM (highest dose often 46.1 µM), for inactives: at the top dose activity change, negative = inhibition, hits mostly inhibitors; also: potency is read from the fitted curve at half-maximal effect; % is scaled to controls: 0 for no effect and ±100 for the full control effect; nearly all actives have a fitted effect of over 55% in size
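Quantitative HTS, concentration-response format. 2,000 cells/well co-treated with 5-fluorouridine and compound, 16 hr in 5% CO2 at 37 °C; ONE-Glo luminescence read after 30 min.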
The depositor's hits bear a star; i = inactive; ? = inconclusive; / = no result given; [ ] = dose if it differs, or a comment. Unless noted, calls follow the shape of the dose curve; as a rule, active = well fitted curve in the direction sought with a large enough effect; inconclusive = small, poorly fitted or top-dose-only effect, or another doubt; inactive = no such curve, though single readings can be large; an effect the other way counts as inactive or inconclusive.

cpd | smiles | TSHR antagonist | A-T KAP1 phos | Mito fusion act | TCR act | Eya2 inh | ELG1 repair inh | S-ASM inh | TSG101-PTAP inh | Chronic BCR inh | Tb PFK block | Integrin act MD
1 | CC(C)CN(C(=O)CCC(=O)OCC(=O)N(C)c1ccccc1)c1c(N)n(CC(C)C)c(=O)[nH]c1=O | -2 | 11% | -5% | 2% | 2% | 0% | -2% | -6% | 0% | -3% | 13%
2 | CCOc1ccc(C(=O)NCc2cccnc2)cc1[N+](=O)[O-] | 1 | -4% | -2% | 2% | -2% | 13% | -3% | -2% | -4% | 1% | -13%
3 | Cc1ccc(NC(=O)N2CCc3ccccc32)cc1 | 1 | 0% | 1% | 0%[46.1 µM] | -14% | ? | 0% | -1% | ? | -14% | -11%
4 | Cc1c(CC(=O)NCC(=O)N[C@H](Cc2ccccc2)C(=O)O)c(=O)oc2cc(O)ccc12 | -1 | -13% | 3% | -2% | 9% | -15% | i | -2% | 5% | 2% | 6%
5 | COC(=O)c1ccc(CN2CCN(Cc3ccc(F)cc3)C(CCO)C2)cc1 (centres undefined) | -6 | 6% | -3% | -27% | -2% | ? | -2% | 0% | -13% | 0% | 22%
6 | CCN(CC)S(=O)(=O)c1ccc(=O)n(CC(=O)N2Cc3ccccc3CC2C(N)=O)c1 (centres undefined) | 9 | 0% | -3% | -14% | 20% | 3% | 0% | -4% | 4% | 0% | 16%
7 | CCOc1ccccc1N1CCN(C(=O)c2ccc3[nH]c4c(c3c2)CCCC4)CC1 | 0 | -5% | ? | -5%[46.1 µM] | 2% | -17% | -18% | -1% | ? | -2% | -56%[inhibitor]
8 | Cc1ccc(-c2nc(CS(=O)CC(=O)NC(C)CCc3ccccc3)c(C)o2)cc1 (centres undefined) | -13 | -21% | ? | 7% | -15% | -24% | -12% | -8% | -2% | -1% | ?

Along the list, quoted from above:
Integrin act MD for entries 3 to 8 → -11%, 6%, 22%, 16%, -56%[inhibitor], ?

Returning to the listing; the 2 compounds before the break are reprinted first.
cpd | smiles | TSHR antagonist | A-T KAP1 phos | Mito fusion act | TCR act | Eya2 inh | ELG1 repair inh | S-ASM inh | TSG101-PTAP inh | Chronic BCR inh | Tb PFK block | Integrin act MD
7 | CCOc1ccccc1N1CCN(C(=O)c2ccc3[nH]c4c(c3c2)CCCC4)CC1 | 0 | -5% | ? | -5%[46.1 µM] | 2% | -17% | -18% | -1% | ? | -2% | -56%[inhibitor]
8 | Cc1ccc(-c2nc(CS(=O)CC(=O)NC(C)CCc3ccccc3)c(C)o2)cc1 (centres undefined) | -13 | -21% | ? | 7% | -15% | -24% | -12% | -8% | -2% | -1% | ?
9 | O=C(CN1CCC(Cc2ccccc2)CC1)NC(=O)NC1CCCCC1 | -9 | 6% | 11% | 0% | -11% | -17% | 0% | 0% | -3% | -1% | 7%
10 | O=C(c1ccc(F)cc1)N1CCN(c2ccccn2)CC1 | -3 | 5% | 1% | -6% | -5% | -18% | -2% | -2% | 1% | 3% | 27%
11 | O=C(NCCCn1ccnc1)c1ccc(-c2cccc(Cl)c2Cl)o1 | / | 11% | / | 4% | 6% | -17% | -4% | -6% | -2% | 25% | -36%
12 | COc1ccc(Oc2ccc(N/C=C3/CCCC3=O)cc2)cc1 | -18 | -4% | 18% | 1% | -3% | 2% | 19% | 2% | -8% | 5% | 2%
13 | O=C(NC1CC1)C1CCN(c2ncccn2)CC1 | 1 | -3% | -2% | 0% | 0% | 16% | 0% | -6% | -1% | 2% | ?
14 | Cc1ccc(C2CC(c3cccs3)=NN2C(=O)CCl)cc1 (centres undefined) | -6 | 10% | -33% | 0% | 3% | ? | -3% | -2% | ? | 0% | -74%[inhibitor]
15 | C=C(Br)Cn1c(CC)nc2ccccc21 | -6 | 0% | -16% | -4% | 13% | 7% | 5% | -4% | 3% | -2% | 2%
16 | O=C1C(Cc2ccccc2)Nc2ncnc(N3CCCCC3)c2N1Cc1ccccc1 (centres undefined) | -1 | 1% | / | 3% | -3% | 10% | -5% | 1% | 0% | 4% | 10%
17 | O=C(CCCc1ccccc1)Nc1ccccc1C(F)(F)F | 1 | 15% | -7% | 0% | 6% | 9% | 3% | 1% | ? | -5% | 19%
18 | O=C(CCC(=O)OCCCC(F)(F)C(F)(F)F)Nc1ccccc1 | -5 | 8% | 2% | / | -4% | -1% | -1% | -4% | 3% | 4% | 13%[7.66 µM]
19 | COc1ccc(-c2noc(CN3CCN(c4ccccc4)CC3)n2)cc1 | -5 | 5% | -4% | 5% | -12% | ? | -9% | 1% | 0% | 3% | -11%
20 | N#CC(C(=O)Nc1ccccc1)=C1CCCCC1 | 9 | 1% | 3% | 6% | 6% | 30% | -1% | -6% | 11% | -12% | 8%
21 | Cn1nnnc1SCC(=O)Nc1cc(C(=O)O)cc(C(=O)O)c1 | -1 | 2% | -2% | -9% | 1% | -1% | -1% | -5% | 16% | -6% | 10%
22 | CCOCCCn1c(=S)[nH]c2cc(C(=O)NCCCN(CC)CC)ccc2c1=O | 10 | 0% | 22% | 7% | -6% | ? | 10% | -3% | 16% | -1% | 0%
23 | C=CCn1c(N2CCCCCC2)nc2c1c(=O)n(C)c(=O)n2C | -17 | 1% | 9% | 0% | -23% | ? | -1% | -3% | ? | 9% | 13%
24 | CCOC(=O)/C=C1\SCC(=O)N1CC(=O)Nc1cc(S(=O)(=O)N(C)C)ccc1C | -2 | 32% | / | 2%[46.1 µM] | 8% | 1% | -2% | -6% | 1% | 0% | -7%
25 | CCN(CC)S(=O)(=O)c1cc(NC(=O)CO/N=C(\N)c2ccccc2Cl)ccc1C | -8 | -6% | 4% | 10% | -16% | ? | 1% | -6% | 0% | -5% | 9%
26 | Cc1ccc(S(=O)(=O)N2CCN(CC(=O)N/N=C\c3ccc(Cl)c([N+](=O)[O-])c3)CC2)cc1 | 5 | -8% | 4% | 0%[46.1 µM] | -17% | 2% | -2% | -3% | 12% | 12% | -22%
27 | O=C(O)c1ccccc1C(=O)NCCCn1ccnc1 | 9 | -6% | -1% | / | -1% | 6% | 1% | -6% | 7% | 2% | 9%
28 | CC(C)(C)N(Cc1ccccc1)C(=O)COC(=O)c1ccc2ccccc2n1 | -13 | -5% | / | 2%[46.1 µM] | -6% | 4% | 0% | -7% | 2% | 1% | -15%
29 | Cc1noc(C)c1CSCC(=O)Nc1ccc(S(=O)(=O)C(F)F)cc1 | / | -5% | -1% | 2% | 2% | 4% | -3% | 1% | -4% | -19% | -13%
30 | CCOCCc1nnc(NC(=O)CCS(=O)(=O)c2ccccc2)s1 | 5 | 0% | 2% | -4% | -4% | -3% | 3% | -4% | ? | 4% | -68%[inhibitor]
31 | O=c1[nH]c(SCc2ccc([N+](=O)[O-])cc2)nc2[nH]ncc12 | 3 | 5% | -1% | 6% | -7% | ? | -1% | -1% | ? | 4% | 2%
32 | Nc1c(C(=O)Nc2ccc3c(c2)OCCO3)nnn1Cc1cccc(F)c1 | -7 | 6% | 11% | 1% | -3% | ? | -5% | -3% | 7% | -9% | -9%
33 | Cn1c(=O)c2c(nc(SCc3ccccn3)n2C)n(C)c1=O | 1 | -1% | -6% | / | -11% | -4% | / | / | 0% | -5% | /
34 | CCOC(=O)C1CCCN(C(=O)c2cn(CC)c(=O)c3cc(OC)c(OC)cc23)C1 (centres undefined) | -11 | -3% | 1% | -9% | -6% | 4% | 4% | -2% | -2% | 1% | -8%
